# Source: PubChem BioAssay (Broad Institute)
# Mtb BioA inh: inhibitors of Mycobacterium tuberculosis BioA enzyme. purified M. tuberculosis BioA enzyme, plate reader. 0.096% of 360,000 active. AID 602481. inhibition, % at 9.99 µM; in the data active = inhibition above about 40%
# * hit, by the source's call.
SMILES | Mtb BioA inh
C[C@@H]1CN([C@@H](C)CO)C(=O)c2cccc(NC(=O)Nc3ccc4c(c3)OCO4)c2O[C@@H]1CN(C)Cc1ccc(Oc2ccccc2)cc1 | -2.1
COCCNC(=O)C[C@@H]1CC[C@H](NS(=O)(=O)c2ccc(C)cc2)[C@@H](CO)O1 | 0.4
C[C@H]1CN([C@@H](C)CO)S(=O)(=O)c2ccc(C3=CCCCC3)cc2O[C@@H]1CN(C)Cc1cccnc1 | 1.3
COc1ccc(NC(=O)N(C)C[C@H]2Oc3ncc(-c4ccc(C#N)cc4)cc3C(=O)N([C@H](C)CO)C[C@H]2C)cc1 | 7.6
C[C@@H]1CN([C@H](C)CO)C(=O)c2cc(-c3cccc(C#N)c3)cnc2O[C@@H]1CN(C)C(=O)C1CCC1 | -2.5
C[C@@H]1CN([C@H](C)CO)C(=O)c2cccc(NC(=O)c3ccc(-c4nccs4)cc3)c2O[C@@H]1CN(C)Cc1ccc(Oc2ccccc2)cc1 | -2.2
CC(C)C#Cc1ccc2c(c1)O[C@H](CN(C)C(=O)NC(C)C)[C@@H](C)CN([C@@H](C)CO)S2(=O)=O | -1.0
Cc1ccc(S(=O)(=O)N(C)C[C@H]2OCCCC[C@@H](C)Oc3ccc(NS(=O)(=O)c4ccccc4)cc3C(=O)N([C@H](C)CO)C[C@@H]2C)cc1 | -2.5
C[C@@H]1CN([C@@H](C)CO)S(=O)(=O)c2ccc(C#CC3CCCC3)cc2O[C@H]1CN(C)C(=O)Cc1ccccc1 | -2.5
O=C(C[C@@H]1C[C@H]2c3cc(NC(=O)Nc4ccc(C(F)(F)F)cc4)ccc3O[C@H]2[C@H](CO)O1)NCC1CC1 | 9.8
COc1ccc(S(=O)(=O)N(C)C[C@@H]2Oc3ccc(NC(=O)Nc4ccc5c(c4)OCO5)cc3C(=O)N([C@H](C)CO)C[C@H]2C)cc1 | -0.4
CC(C)(C)[S@](=O)N1Cc2cc(C(=O)NCCN3CCCC3)nc(-c3cccc(-c4ccc(C#N)cc4)c3)c2[C@@H]1CCO | 1.3
C[C@H]1CN([C@@H](C)CO)S(=O)(=O)c2ccc(-c3ccncc3)cc2O[C@@H]1CN(C)C(=O)C1CCCCC1 | -0.4
CC(=O)N(C)C[C@@H]1Oc2cc(C#CC3CC3)ccc2S(=O)(=O)N([C@@H](C)CO)C[C@@H]1C | -5.9
O=C(NC1CCCCC1)[C@@H]1[C@@H](CO)[C@@H]2Cn3c(cccc3=O)[C@@H]2N1C(=O)CC1CC1 | -1.5
O=S(=O)(NC[C@@H]1N[C@H](CO)[C@@H]1c1ccc(C2=CCCC2)cc1)c1ccccc1 | 0.8
COc1ccc(-c2ccc3c(c2)[C@H]2[C@H](CCN2C(=O)C2CC2)[C@@H](CO)N3C)cc1 | 1.2
Cc1ccc(OC(=O)N(C)C[C@@H]2OCc3ccccc3-c3ccccc3C(=O)N([C@H](C)CO)C[C@H]2C)cc1 | -2.0
C[C@H](NC(=O)N(C)C[C@@H]1OCc2ccccc2-c2ccccc2C(=O)N([C@@H](C)CO)C[C@@H]1C)c1ccccc1 | -4.6
O=C(C[C@@H]1C[C@H]2c3cc(NS(=O)(=O)c4ccccc4)ccc3O[C@H]2[C@H](CO)O1)N1CCOCC1 | -1.9
C[C@@H]1CN([C@H](C)CO)C(=O)c2cccc(NC(=O)c3ccc(-c4nccs4)cc3)c2O[C@H]1CN(C)S(=O)(=O)c1cn(C)cn1 | -2.3
Cc1noc(C)c1S(=O)(=O)N(C)C[C@@H]1Oc2ccc(NS(=O)(=O)c3cccs3)cc2C(=O)N([C@@H](C)CO)C[C@@H]1C | 0.0
CCc1csc(N2[C@H](CO)[C@@H](c3ccc(-c4ccc(F)cc4)cc3)[C@@H]2C#N)n1 | -1.5
CCS(=O)(=O)Nc1ccc2c(c1)C(=O)N(C)C[C@@H](OC)[C@@H](C)CN(C(=O)C1CC1)[C@H](C)CO2 | 8.8
O=C(CC(F)(F)F)N1C[C@@H]2[C@H](c3ccccc31)[C@@H](CO)N2C(=O)CN1CCOCC1 | -1.1
C/C=C/c1ccc2c(c1)O[C@@H](CN(C)S(=O)(=O)c1ccccc1)[C@@H](C)CN([C@@H](C)CO)S2(=O)=O | -0.4
CO[C@@H]1CN(C)C(=O)c2ccc(NC(=O)Cc3ccccc3)cc2OC[C@@H](C)N(C(C)=O)C[C@@H]1C | -0.5
CN1c2ccc(-c3ccc(F)cc3)cc2[C@@H]2[C@@H](CCN2C(=O)Cc2ccccn2)[C@H]1CO | 6.8
C[C@H](CO)N1C[C@H](C)[C@@H](CN(C)C(=O)Nc2cccc3ccccc23)Oc2c(NC(=O)C3CCOCC3)cccc2C1=O | 1.0
O=C(C1CCOCC1)N1CC[C@@H]2[C@H]1c1cc(-c3cccc(F)c3)ccc1N[C@@H]2CO | -3.4

# A different layout for some results above.
O=C(CC(F)(F)F)N1C[C@@H]2[C@H](c3ccccc31)[C@@H](CO)N2C(=O)CN1CCOCC1
  Mtb BioA inh = -1.1
C/C=C/c1ccc2c(c1)O[C@@H](CN(C)S(=O)(=O)c1ccccc1)[C@@H](C)CN([C@@H](C)CO)S2(=O)=O
  Mtb BioA inh = -0.4

# Ordered by length of the SMILES (low to high): some entries from above.
SMILES | Mtb BioA inh
COCCNC(=O)C[C@@H]1CC[C@H](NS(=O)(=O)c2ccc(C)cc2)[C@@H](CO)O1 | 0.4
O=C(C1CCOCC1)N1CC[C@@H]2[C@H]1c1cc(-c3cccc(F)c3)ccc1N[C@@H]2CO | -3.4
C[C@H]1CN([C@@H](C)CO)S(=O)(=O)c2ccc(C3=CCCCC3)cc2O[C@@H]1CN(C)Cc1cccnc1 | 1.3
CO[C@@H]1CN(C)C(=O)c2ccc(NC(=O)Cc3ccccc3)cc2OC[C@@H](C)N(C(C)=O)C[C@@H]1C | -0.5
C[C@@H]1CN([C@H](C)CO)C(=O)c2cc(-c3cccc(C#N)c3)cnc2O[C@@H]1CN(C)C(=O)C1CCC1 | -2.5
C[C@H]1CN([C@@H](C)CO)S(=O)(=O)c2ccc(-c3ccncc3)cc2O[C@@H]1CN(C)C(=O)C1CCCCC1 | -0.4
O=C(C[C@@H]1C[C@H]2c3cc(NC(=O)Nc4ccc(C(F)(F)F)cc4)ccc3O[C@H]2[C@H](CO)O1)NCC1CC1 | 9.8
CC(C)(C)[S@](=O)N1Cc2cc(C(=O)NCCN3CCCC3)nc(-c3cccc(-c4ccc(C#N)cc4)c3)c2[C@@H]1CCO | 1.3
C[C@@H]1CN([C@@H](C)CO)C(=O)c2cccc(NC(=O)Nc3ccc4c(c3)OCO4)c2O[C@@H]1CN(C)Cc1ccc(Oc2ccccc2)cc1 | -2.1

# Carrying on:
SMILES | Mtb BioA inh
CN1c2ccc(C3=CCCCC3)cc2[C@@H]2[C@@H](CCN2C(=O)Cc2ccccn2)[C@H]1CO | 4.2
CC(C)NC(=O)Nc1ccc2c(c1)C(=O)N([C@@H](C)CO)C[C@@H](C)[C@@H](CN(C)C(=O)CCCN(C)C)OCCCC[C@H](C)O2 | 0.3
C[C@H]1CN([C@@H](C)CO)S(=O)(=O)c2ccc(/C=C/c3ccccc3)cc2O[C@@H]1CN(C)C(=O)CN1CCOCC1 | 1.7
CO[C@@H]1CN(C)C(=O)c2cc(NC(=O)C3CCC3)ccc2OC[C@@H](C)N(Cc2ccc(F)cc2)C[C@H]1C | 4.3
C[C@@H]1CN([C@H](C)CO)C(=O)c2cccc(NC(=O)c3ccncc3)c2O[C@@H]1CN(C)S(=O)(=O)c1ccc(Cl)cc1 | 2.0
COc1ccc(NC(=O)Nc2ccc3c(c2)C(=O)N([C@H](C)CO)C[C@H](C)[C@H](CN(C)Cc2ccc(C(F)(F)F)cc2)OCCCC[C@@H](C)O3)cc1 | -0.5
C[C@H]1CN([C@@H](C)CO)C(=O)c2cc(C3=CCCC3)cnc2O[C@@H]1CN(C)S(C)(=O)=O | 0.1
C[C@@H]1CN([C@@H](C)CO)C(=O)Cc2cc(NS(=O)(=O)c3ccc(F)cc3)ccc2O[C@@H]1CN(C)C(=O)Nc1ccc(C(F)(F)F)cc1 | 0.7
C[C@@H]1CN([C@@H](C)CO)C(=O)c2cc(C#CCN(C)C)cnc2O[C@H]1CN(C)C(=O)Nc1cccc(F)c1 | 2.1
CC=Cc1ccc2n(c1=O)C[C@@H]1[C@@H](CO)[C@H](C(=O)NCc3ccc4c(c3)OCO4)[C@H]2N1C(=O)C1CC1 (mixture of isomers) | -0.9
CO[C@H]1CN(C)C(=O)c2ccc(NC(=O)c3nc4ccccc4s3)cc2OC[C@H](C)N(Cc2ccncc2)C[C@H]1C | -3.4
CO[C@@H]1CN(C)C(=O)c2ccc(NS(=O)(=O)c3cn(C)cn3)cc2OC[C@@H](C)N(Cc2cccc(F)c2)C[C@@H]1C | 0.3
COCC(=O)Nc1ccc2c(c1)C(=O)N(C)[C@H]1CC[C@@H](CC(=O)NCCc3ccccc3)O[C@H]1CO2 | 0.5
C[C@H]1CN([C@@H](C)CO)S(=O)(=O)c2ccc(-c3ccccc3)cc2O[C@H]1CN(C)C(=O)Nc1ccccc1F | -1.6
C[C@H](CO)N1C[C@H](C)[C@@H](CN(C)Cc2cncnc2)Oc2cc(C3=CCCCC3)ccc2S1(=O)=O | 0.4
CC(C)NC(=O)N(C)C[C@H]1OCc2ccccc2-c2c(n(C)c3ccccc23)C(=O)N([C@@H](C)CO)C[C@@H]1C | 2.2
COCC(=O)N(C)C[C@@H]1Oc2ncc(-c3ccccc3C)cc2C(=O)N([C@H](C)CO)C[C@@H]1C | 1.2
O=C(C[C@@H]1C[C@H]2c3cc(NC(=O)Nc4ccc(C(F)(F)F)cc4)ccc3O[C@H]2[C@@H](CO)O1)NCc1ccc(Cl)cc1 | -0.4
O=C(C[C@H]1C=C[C@@H](NC(=O)c2ccccc2)[C@H](CO)O1)NCCc1ccncc1 | 2.4
C[C@H]1CCCCO[C@H](CN(C)C(=O)Nc2ccc3c(c2)OCO3)[C@@H](C)CN([C@@H](C)CO)C(=O)c2cc(NC(=O)c3ccccc3)ccc2O1 | -2.2
COc1ccccc1CNC(=O)C[C@H]1C=C[C@H](NC(C)=O)[C@@H](CO)O1 | -1.2
C[C@@H]1CN([C@@H](C)CO)C(=O)c2cccc(N(C)C)c2O[C@H]1CN(C)Cc1ccc(-c2ccccc2)cc1 | -0.1
C[C@H]1CN([C@@H](C)CO)C(=O)c2cc(NS(C)(=O)=O)ccc2O[C@H]1CN(C)S(=O)(=O)c1cccs1 | 1.6
COCC(=O)Nc1ccc2c(c1)C(=O)N(C)[C@@H]1CC[C@H](CC(=O)OC)O[C@@H]1CO2 | -9.4
CCC(=O)N1C[C@H](C)[C@@H](OC)CN(C)C(=O)c2cc(NC(=O)C3CCCCC3)ccc2OC[C@H]1C | 2.5
C[C@@H]1CN([C@@H](C)CO)C(=O)c2cc(C#CCc3ccccc3)cnc2O[C@H]1CN(C)Cc1cccc(F)c1 | -1.0
COc1ccc(S(=O)(=O)N(C)C[C@@H]2Oc3ccc(NC(=O)Nc4ccccc4)cc3CC(=O)N([C@H](C)CO)C[C@H]2C)cc1 | -1.4
O=C(C[C@H]1C[C@H]2c3cc(NC(=O)C4CCC4)ccc3O[C@H]2[C@H](CO)O1)NCc1ccncc1 | -2.6
O=C(CN1CCOCC1)NCC[C@H]1CC[C@@H](NS(=O)(=O)c2ccc(F)cc2)[C@@H](CO)O1 | -0.6
COCCOC(=O)N1C(=O)[C@@]2(c3cc(C#CCCO)ccc31)[C@H](c1ccccc1OCCO)N1[C@H](c3ccccc3)[C@H](c3ccccc3)OC(=O)[C@H]1[C@@H]2C(=O)N1CCc2cc(OC)c(OC)cc2C1 | -0.6

# The list continues:
SMILES | Mtb BioA inh
CCCc1cn(CC[C@H]2CC[C@@H](NC(=O)Cc3cccnc3)[C@H](CO)O2)nn1 | 1.6
COc1cc2c(cc1OC)CN(C(=O)[C@@H]1[C@H]3C(=O)O[C@H](c4ccccc4)[C@H](c4ccccc4)N3[C@H](c3ccc(O)cc3)[C@@]13C(=O)Nc1ccccc13)CC2 | -3.0
Cc1noc(C)c1NC(=O)N(C)C[C@@H]1Oc2ccc(N(C)C)cc2CC(=O)N([C@H](C)CO)C[C@H]1C | 0.9
Cc1ccc(S(=O)(=O)Nc2cccc3c2O[C@@H](CN(C)CC2CCCCC2)[C@H](C)CN([C@H](C)CO)C3=O)cc1 | -1.7
Cc1noc(C)c1S(=O)(=O)Nc1ccc2c(c1)C(=O)N([C@H](C)CO)C[C@@H](C)[C@H](CN(C)C(=O)C1CCCCC1)OCCCC[C@@H](C)O2 | -0.3
O=C(C[C@H]1CC[C@@H]2[C@H](COC[C@H](O)CN2Cc2ccc(C(F)(F)F)cc2)O1)N1CCc2ccccc2C1 | 1.5
COc1cc2c(cc1O)C=[N+](Cc1cc3c(cc1Br)OCO3)CC2 | 3.1
CO[C@@H]1CC[C@@H]2CCN(C)C(=O)CC3(CCCCC3)CN(C)C(=O)c3cc(C#N)ccc3OC[C@H]1O2 | -3.3
CCN1[C@@H]2c3ccc(-c4ccc(OC)cc4)c(=O)n3C[C@H]1[C@H](CO)[C@H]2C(=O)NCC1CC1 | -3.0
Cc1ccc(S(=O)(=O)Nc2ccc3c(c2)C(=O)N([C@@H](C)CO)C[C@H](C)[C@H](CN(C)S(=O)(=O)c2ccc(F)cc2)OCCCC[C@@H](C)O3)cc1 | -2.3
CC(C)NC(=O)Nc1ccc2c(c1)C(=O)N([C@@H](C)CO)C[C@H](C)[C@@H](CN(C)S(=O)(=O)c1cn(C)cn1)O2 | -0.1
COc1ccc(CN(C)C[C@@H]2OCCCC[C@H](C)Oc3ccc(NC(=O)Cc4ccccc4)cc3C(=O)N([C@H](C)CO)C[C@@H]2C)cc1 | 2.7
Cc1cccc(-c2ccc([C@H]3[C@@H](CO)N4CCCCN(S(=O)(=O)c5ccccc5F)C[C@@H]34)cc2)c1 | 3.6
COc1ccccc1NC(=O)N1C[C@@H]2[C@H](c3ccccc31)[C@H](CO)N2Cc1ccc2c(c1)OCO2 | -2.1
CCC(=O)N(C)C[C@H]1Oc2cc(C#Cc3ccncc3)ccc2S(=O)(=O)N([C@H](C)CO)C[C@@H]1C | 0.6
COCC(=O)Nc1ccc2c(c1)OC[C@H](C)N(C(=O)COC)C[C@H](C)[C@H](OC)CN(C)C2=O | -0.8
CCC(=O)N[C@H]1C=C[C@@H](CC(=O)NCCN2CCCCC2)O[C@@H]1CO | -1.8
O=C(C[C@H]1CC[C@H]2[C@@H](COC[C@@H](O)CN2C(=O)c2cccnc2)O1)NCC1CC1 | -0.2

# Only part of the results is shown, so the mix of outcomes need not match the whole.
